Screening data (PubChem)
BB579 growth dn: chemicals that inhibit yeast BB579 growth in restrictive medium (lifespan-shortening candidates); inhibition, % at 10 µM; AID 804; 0.51% of 140,000 active; S. cerevisiae BB579 growth, OD615, 48 h;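 active means inhibition above a set limit, 3 SD over the mean compound inhibition, cut at about 44% in these data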; further: inactives centre near -24
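Material: Saccharomyces cerevisiae DeaD strain BB579, replicative lifespan model yeast; buffer or medium: CSMM-D restrictive synthetic medium containing dextrose (glucose); compound: 10 µM single dose, DMSO 0.25%; timing: 48 h compound exposure at 30 °C after 4 h preincubation; signal: turbidity as optical density at 615 nm; benchmarks: positive control amphotericin B 10 µg/mL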
bCat KO growth: beta-catenin-lacking colon tumor cell growth suppression; viability, % at 10 µM; HCT116 beta-catenin knockout viability, CellTiter-Glo, 60 h; hits give low values; 1.5% of 140,000 active;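 active means viability at or under a set limit, the compound median less 4 SD, cut at about 6% in these data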;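 further: 0% = Hyamine 1622 control at 20 µM and 100% = untreated cell control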
Yeast lifespan up: extends the lifespan of yeast; S. cerevisiae growth with nicotinamide, OD615; deaD strain in restrictive glucose medium; inhibition of the nicotinamide effect, % at 10 µM; 0.68% of 130,000 active;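 active means inhibition above a set limit, placed 3 SD over the median of all compounds, cut at about 26% in these data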;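 further: 0% = nicotinamide-treated wells and 100% = cells grown without nicotinamide; some compounds called inactive have numbers as strong as hits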
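Assay system: engineered S. cerevisiae DeaD replicative-lifespan strain, galactose-grown log-phase cells; medium: restrictive CSMM-D dextrose medium; also added: nicotinamide, 1.5 mM, co-present with compound; schedule: 48 h compound exposure at 30 °C, humidified; detection: absorbance at 615 nm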
HCT116 PTEN-null: growth suppressors of cells with PTEN tumor suppressor deletion | HCT116 PTEN-null viability, CellTiter-Glo, 60 h; hits give low values | viability, % at 10 µM | 1.2% of 140,000 active | AID 827;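 active means viability at or below a set limit, 4 SD under the median of all tested compounds, cut at about 3.7% in these data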;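 further: PTEN knockout HCT116 line with beta catenin targeted HCT116 as companion control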
Measles CPE: protection of cells from measles virus. AID 841. protection (pct of control), % at 4 µM. 1.5% of 140,000 active. Measles virus-infected cells, CPE protection, absorbance; in the data active means protection mostly above about 24%, no sharp cut-off; inactive means mostly below about 26%; further: some compounds called inactive have numbers as strong as hits
GALR2 antag: antagonists of human galanin receptor 2 (GALR2). O43603. GALR2-expressing cells, antagonist mode. inhibition, % at 4 µM. 0.39% of 140,000 active. AID 828; in the data active means inhibition above about 27%;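 further: cells stimulated with galanin 1-16 at roughly its EC80; 0% = agonist challenge control and 100% = basal control without agonist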
Target sequence (O43603 whole entry, looked up): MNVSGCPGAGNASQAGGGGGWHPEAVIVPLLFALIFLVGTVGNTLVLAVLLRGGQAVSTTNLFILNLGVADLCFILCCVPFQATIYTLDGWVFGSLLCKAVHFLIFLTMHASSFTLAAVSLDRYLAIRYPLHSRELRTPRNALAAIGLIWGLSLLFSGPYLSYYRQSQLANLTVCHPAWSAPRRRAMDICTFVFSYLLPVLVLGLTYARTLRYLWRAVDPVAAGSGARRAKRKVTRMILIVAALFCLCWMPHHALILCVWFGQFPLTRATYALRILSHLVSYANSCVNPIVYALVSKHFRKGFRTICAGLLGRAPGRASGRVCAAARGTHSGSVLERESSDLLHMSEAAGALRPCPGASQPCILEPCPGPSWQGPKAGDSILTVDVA
NPY Y2 blocker: NPY-Y2 (human) receptor antagonism | 0.99% of 140,000 active | AID 793 | NPY-Y2 expressing cells, antagonist mode | inhibition, % at 2.7 µM; in the data active means inhibition above about 17%;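 further: 0% = vehicle with agonist challenge and 100% = reference antagonist with challenge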
Target sequence (P49146 whole entry, looked up): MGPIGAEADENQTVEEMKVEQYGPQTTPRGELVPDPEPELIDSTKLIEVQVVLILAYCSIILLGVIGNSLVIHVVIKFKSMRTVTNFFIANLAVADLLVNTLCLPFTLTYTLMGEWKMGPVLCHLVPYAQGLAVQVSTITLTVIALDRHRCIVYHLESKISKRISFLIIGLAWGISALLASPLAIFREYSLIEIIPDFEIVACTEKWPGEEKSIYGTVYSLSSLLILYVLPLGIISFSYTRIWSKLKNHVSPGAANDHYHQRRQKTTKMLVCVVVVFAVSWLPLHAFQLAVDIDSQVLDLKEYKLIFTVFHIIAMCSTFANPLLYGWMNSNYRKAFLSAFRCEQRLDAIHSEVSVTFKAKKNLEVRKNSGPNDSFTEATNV
Phagocytosis inh: macrophage phagocytosis inhibition; 0.07% of 110,000 active; inhibition, % at 5 µM; AID 1029; J774A.1 macrophage IgG-bead phagocytosis, imaging;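 active means inhibition above the mean of the plate negative controls plus 5 SD, cut at about 13% in these data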;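 further: phagocytic index as fraction of beads internalized from green versus red external bead signal; plate controls were DMSO negative control for no effect and cytochalasin-D positive control for full effect; some results beyond the cut were filed as inactive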
E-sel TNF inh: blocks E-selectin expression induced by TNF alpha; HUVEC TNFa-induced E-selectin immunofluorescence, high content; 0.71% of 120,000 active; inhibition, % at 2 µM;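 active means inhibition above the batch mean plus 3 SD, and confirmed as a hit on visual image review, cut at about 43% in these data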;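 further: 0% = TNF-stimulated DMSO wells and 100% = unstimulated control wells; not every result past the cut was called active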
MRP-1 activ: MRP-1 activation | H69AR cells + doxorubicin, viability rescue, CellTiter-Glo | AID 799 | viability increase, % at 10 µM | 0.61% of 140,000 active;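 active means viability gain under doxorubicin at or above a set limit, the compound median plus 3 SD, cut at about 4.7% in these data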;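 further: MRP-1 overexpressing cells given doxorubicin 25 µM after compound pretreatment; 18-22 h compound pretreatment then 72 h with doxorubicin before readout; 0% = doxorubicin-only wells and 100% = vehicle-treated cells without doxorubicin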
The depositor's hits bear a star; x = no result given. Compounds as they come, and some 6.3% of all compounds hit somewhere here.

nr	mol	BB579 growth dn	bCat KO growth	Yeast lifespan up	HCT116 PTEN-null	Measles CPE	GALR2 antag	NPY Y2 blocker	Phagocytosis inh	E-sel TNF inh	MRP-1 activ
1	c1csc(CSc2nc3ccccc3s2)c1	-54	88	-10	94	3	1	1	-1	-13	-1.7
2	COCCNC(=O)c1c[nH]n2c(=O)cc(C3CCN(C(=O)OC(C)(C)C)CC3)nc12	-29	92	-3	93	13	-1	0	0	x	0.1
3	Cc1ccc(-c2nn(C)c(=O)c3ccccc23)cc1S(=O)(=O)N1CCOCC1	-7	70	x	78	23	-1	2	x	-10	-4.6
4	O=C1C2C(c3ccccc3)C=CC(c3ccccc3)C2C(=O)N1c1ccccn1 (centres undefined)	-57	89	30*	86	25	2	2	-6	x	2.9
5	COc1ccccc1C(=O)NCCn1cc(SCC(=O)Nc2nnc(C)s2)c2ccccc21	-13	78	-8	79	18	-2	2	x	20	-1.8
6	COc1ccc(CCN2C(=O)C3C4C=CC(C4)C3C2=O)cc1OC (centres undefined)	-27	87	-10	96	26	-4	1	0	7	-0.8
7	COc1ccc(OC)c(C2C=C(C34CC5CC(CC(C5)C3)C4)NC(=S)N2)c1 (centres undefined)	-28	37	0	36	34*	-17	11	-6	x	-3.8
8	O=C1CC(c2ccc(Cl)cc2)CC(O)=C1C=NCc1ccc(Cl)c(Cl)c1 (centres undefined)	-23	100	-1	99	18	11	5	-2	-11	-1.5

Complete entries as entered above.
O=C1C2C(c3ccccc3)C=CC(c3ccccc3)C2C(=O)N1c1ccccn1 (centres undefined) as listed: BB579 growth dn: -57; bCat KO growth: 89; Yeast lifespan up: 30*; HCT116 PTEN-null: 86; Measles CPE: 25; GALR2 antag: 2; NPY Y2 blocker: 2; Phagocytosis inh: -6; E-sel TNF inh: x; MRP-1 activ: 2.9
COc1ccc(OC)c(C2C=C(C34CC5CC(CC(C5)C3)C4)NC(=S)N2)c1 (centres undefined) as listed: BB579 growth dn: -28; bCat KO growth: 37; Yeast lifespan up: 0; HCT116 PTEN-null: 36; Measles CPE: 34*; GALR2 antag: -17; NPY Y2 blocker: 11; Phagocytosis inh: -6; E-sel TNF inh: x; MRP-1 activ: -3.8

More records
nr	mol	BB579 growth dn	bCat KO growth	Yeast lifespan up	HCT116 PTEN-null	Measles CPE	GALR2 antag	NPY Y2 blocker	Phagocytosis inh	E-sel TNF inh	MRP-1 activ
9	COc1ccc(C(c2c[nH]c3ccccc23)c2c[nH]c3ccccc23)cc1O	-51	27	3	58	12	-6	-4	0	x	-1.4
10	O=C(Nc1ccc(F)c(F)c1)c1ccc2c(c1)OCO2	-35	87	-8	83	21	12	3	1	x	2.1
11	COC(=O)CSc1nnc(CNc2nc(-c3ccccc3)cs2)n1C	-17	87	x	96	7	-1	2	x	-4	0.8
12	COc1cc(C2C(N3C(=O)c4ccccc4C3=O)C(=O)N2c2ccc(C)c(C)c2)cc(OC)c1OC (centres undefined)	-30	91	3	82	9	-3	0	-10	18	-3.6
13	Cc1ccccc1CNC(=O)c1ccc(CSCc2ccccc2)cc1	-53	99	8	90	9	-12	12	-1	30	-0.2
14	O=C(c1ccc(O)cc1)c1ccc(C(=O)c2ccc(O)cc2)cc1	-38	84	-10	90	6	-10	0	0	3	-4.1
15	Cc1nc2ccc(-c3nc4ccccc4o3)cc2[nH]1	6	89	-10	92	3	-5	0	-2	-5	-1.3
16	COc1ccc(-c2csc(Nc3ncccc3C)n2)cc1	-1	43	x	36	4	4	2	x	10	-3.6
17	C=CCOC(=O)c1c(C)nc2cc3c(cc2c1C)OCO3	-13	84	-8	71	29	-20	6	3	x	-2.4
18	COC(=O)C1CSC(C(=O)OC)N1C(=O)Nc1ccc(Cl)cc1 (centres undefined)	-4	103	4	109	6	5	-1	x	2	-1.1
19	COc1ccc(CNC(=O)CN(CC2CCCO2)C(=O)CNS(=O)(=O)c2ccccc2)cc1 (centres undefined)	4	98	-7	102	19	1	-1	-2	x	-0.6
20	COc1ccccc1CC(=O)N1CCN(c2ccccn2)CC1	-27	94	-13	100	3	-5	0	x	-11	-2.4
21	O=C(CN1N=C(C(F)(F)F)CC1(O)c1ccc([N+](=O)[O-])cc1)c1ccccc1 (centres undefined)	-20	90	x	103	6	-7	3	x	11	-4.3
22	COC(=O)CSc1nnc(-c2cnccn2)n1C	-16	84	-8	97	12	0	1	x	x	-1.0
23	COc1ccccc1CNc1nc(S(=O)(=O)c2ccccc2)c(Cl)s1	-59	77	-3	68	7	6	3	-7	x	-2.9
24	CC(=O)c1c(O)cc(=O)n(-c2ccccc2)c1-c1ccc(Cl)cc1	-13	96	4	102	5	13	1	-2	x	-0.1
25	Clc1ccc(-c2nnc(NCc3ccccc3)c3ccccc23)cc1	-28	82	3	65	8	-17	2	1	32	2.9
26	CCOc1cc(NS(=O)(=O)c2ccc(Cl)cc2)c(OCC)cc1NC(=O)CC(C)C	6	87	-10	89	5	-3	2	x	4	-0.3
27	Cc1ccccc1C(=O)N/N=C1/SCC(=O)N1Cc1ccc2c(c1)OCO2	-8	93	-2	95	21	11	3	-11	x	-0.7
28	Cc1cc(C)cc(NCc2cc3c(cc2[N+](=O)[O-])OCO3)c1	-25	79	-19	74	5	-3	8	x	5	-1.6
29	COC(=O)CSc1nnc(C)n1-c1cccc(OC)c1	-5	92	0	97	3	-4	-2	x	-21	-2.4
30	COc1ccc2cc(/C=C3\SC(=S)NC3=O)c(N3CCOCC3)nc2c1	-17	75	-2	74	18	-13	0	0	x	-4.6
31	COC(=O)CN1C(c2ccccc2)=Nc2ccc(Cl)cc2C1c1ccccc1 (centres undefined)	-36	76	-19	63	6	5	22*	-2	2	-3.7
32	O=C(NCC1CCCO1)C(c1cccs1)N(C(=O)c1ccc(-c2ccccc2)[nH]1)C1CCCC1 (centres undefined)	-16	84	-5	85	51*	-14	6	-12	x	-0.6
33	Cc1cc2c(s1)c1cnn(CC(=O)NCCc3ccccc3)c(=O)c1n2C	-36	93	0	89	10	0	5	-1	29	-1.1
34	COc1ccccc1-c1ccc(C(=O)O)o1	-18	103	-8	110	12	-1	4	-1	-1	1.1
35	CCCCOc1ccc(C(C)NC(=O)C2CCCN(S(=O)(=O)CCC)C2)cc1 (centres undefined)	-39	72	8	55	11	-7	0	-1	-7	-3.0
36	O=C(N/N=C/c1c(F)cccc1Cl)c1ccc(Cn2cc(Br)cn2)o1	-14	104	1	103	4	14	0	-5	23	-1.6
37	O=C(Nn1c(Cc2cccs2)nc2ccccc2c1=O)c1ccc(F)c(F)c1	-30	92	x	90	14	7	-1	x	-35	-1.7
38	Cc1cc(C)cc(N2CC34C=CC(O3)C(C(=O)OCC(=O)NCc3ccco3)C4C2=O)c1 (centres undefined)	-48	87	-20	89	18	-13	-1	0	-16	-2.5
39	CC(NC(=O)c1cccc(Cn2cc([N+](=O)[O-])cn2)c1)c1ccc(C(C)(C)C)cc1 (centres undefined)	-19	90	-4	81	3	-10	-3	0	-24	-1.4
40	CCn1c(=S)ccc2ccc(OC)cc21	-13	88	-17	87	8	-10	2	x	-37	-1.6
41	CC(C)=C1C2CCC1C1C(=O)N(c3nc(-c4ccc(F)cc4)c(C)s3)C(=O)C21 (centres undefined)	-30	90	-5	87	7	10	8	-1	-23	-1.9
42	O=C(Cn1cnc2c(cnn2-c2ccc(Cl)cc2)c1=O)NCCc1ccccc1	-65	88	-4	92	7	1	0	-1	-7	-1.5
43	Cc1cc(C(=O)CSc2nnc(-c3cccs3)o2)c(C)n1-c1ccccc1	-57	50	-24	65	3	-5	20*	-1	-4	-3.6
44	c1ccc(-n2nnnc2NCCc2c[nH]c3ccccc23)cc1	-28	87	-6	83	7	-2	0	0	x	-4.2
45	COC(=O)Nc1sc2c(c1C(=O)NC1CC1)CCCCCC2	-7	92	-3	99	11	-9	7	x	13	-1.4
46	CC(=O)N1CCc2cc(S(=O)(=O)NCCC(=O)Nc3ccc4c(c3)OCCO4)ccc21	-25	93	-3	100	19	5	2	-2	-28	-1.0
47	Fc1ccccc1Cn1nnc(-c2ccc3c(c2)OCO3)n1	-15	91	-6	100	2	-11	10	x	-11	0.4
48	O=C(Oc1ccccc1)c1cccc2cccnc12	-14	3.3*	-15	1.7*	48*	3	1	x	15	-2.7

Of the compounds above, three have a furan ring, fused or not.
nr	mol	BB579 growth dn	bCat KO growth	Yeast lifespan up	HCT116 PTEN-null	Measles CPE	GALR2 antag	NPY Y2 blocker	Phagocytosis inh	E-sel TNF inh	MRP-1 activ
34	COc1ccccc1-c1ccc(C(=O)O)o1	-18	103	-8	110	12	-1	4	-1	-1	1.1
36	O=C(N/N=C/c1c(F)cccc1Cl)c1ccc(Cn2cc(Br)cn2)o1	-14	104	1	103	4	14	0	-5	23	-1.6
38	Cc1cc(C)cc(N2CC34C=CC(O3)C(C(=O)OCC(=O)NCc3ccco3)C4C2=O)c1 (centres undefined)	-48	87	-20	89	18	-13	-1	0	-16	-2.5

Sorted by formula weight (smallest number first): some entries from above.
nr	mol	BB579 growth dn	bCat KO growth	Yeast lifespan up	HCT116 PTEN-null	Measles CPE	GALR2 antag	NPY Y2 blocker	Phagocytosis inh	E-sel TNF inh	MRP-1 activ
48	O=C(Oc1ccccc1)c1cccc2cccnc12	-14	3.3*	-15	1.7*	48*	3	1	x	15	-2.7
47	Fc1ccccc1Cn1nnc(-c2ccc3c(c2)OCO3)n1	-15	91	-6	100	2	-11	10	x	-11	0.4
43	Cc1cc(C(=O)CSc2nnc(-c3cccs3)o2)c(C)n1-c1ccccc1	-57	50	-24	65	3	-5	20*	-1	-4	-3.6

New compounds follow.
nr	mol	BB579 growth dn	bCat KO growth	Yeast lifespan up	HCT116 PTEN-null	Measles CPE	GALR2 antag	NPY Y2 blocker	Phagocytosis inh	E-sel TNF inh	MRP-1 activ
49	Cc1ccccc1/C=N/NC(=O)c1sccc1C	-6	86	-6	90	18	20	4	-3	x	-1.4
50	Cc1ccc(C(C(=O)NC2CCCCC2)N(CC2CCCO2)C(=O)CNC(=O)c2ccco2)cc1 (centres undefined)	20	85	-13	89	14	-5	1	0	0	-1.0
51	O=C(O)CNC(=O)C1COc2ccccc2O1 (centres undefined)	-32	70	-9	92	12	-1	2	0	x	-2.6
52	O=C(Nc1nnc(CC(=O)N2CCOCC2)s1)C1COc2ccccc2O1 (centres undefined)	-17	94	-9	105	28	-1	6	-1	x	-1.4
53	CS(=O)(=O)N1CCN(c2ccccc2NC(=O)c2cccc3ccccc23)CC1	-7	92	x	92	5	4	-1	x	-21	-2.7
54	CC1CCCCC1NC(=O)COn1nnc2ccc(Cl)cc21 (centres undefined)	-38	89	-4	80	3	-5	3	-1	-31	-0.4
55	CC(C)C(=O)NC(c1ccco1)c1ccc2cccnc2c1O (centres undefined)	-29	3.5*	-21	2.0*	6	21	6	-1	15	-6.2
56	O=C(CN1C(=O)c2ccccc2S1(=O)=O)Nc1ccc(S(=O)(=O)N2CCCC2)cc1	-16	106	-9	106	6	4	3	-2	1	0.2
57	COc1ccc(N=C(NN)c2ccc3ccccc3n2)cc1	3	44	0	55	15	15	5	-3	x	-2.9
